TEAD-YAP block – TEAD-YAP interaction inhibition, primary screen, TEAD-YAP interaction inhibitor project, luminescence, HEK-TIYL cells | 1.4% of 640,000 active | inhibition, % at 9.12 µM | TEAD-Gal4/YAP UAS-luciferase luminescence; in the data active = inhibition above about 32%;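 also: 0% = median of test compound wells and 100% = reference inhibitor wells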
MITF inh – MITF inhibitors, primary screen, biochemical, AlphaScreen, human; AlphaScreen MITF homodimerization, bead proximity signal; 0.91% of 650,000 active; Microphthalmia-associated transcription factor (Homo sapiens), O75030; inhibition, % at 2.6 µM; in the data active = inhibition above about 50%;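 also: 0% = vehicle wells with protein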
GPR151 ag – activators of human GPR151, primary screen, cell-based, PathHunter beta-arrestin, luminescence | PathHunter beta-arrestin GPR151 cells | activation, % at 11.2 µM | 1% of 650,000 active | AID 1508602, 2020; in the data active = activation above about 4.9%;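 also: 0% = median of compound wells and 100% = cells with positive control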
Target sequence (Q8TDV0 whole entry, looked up): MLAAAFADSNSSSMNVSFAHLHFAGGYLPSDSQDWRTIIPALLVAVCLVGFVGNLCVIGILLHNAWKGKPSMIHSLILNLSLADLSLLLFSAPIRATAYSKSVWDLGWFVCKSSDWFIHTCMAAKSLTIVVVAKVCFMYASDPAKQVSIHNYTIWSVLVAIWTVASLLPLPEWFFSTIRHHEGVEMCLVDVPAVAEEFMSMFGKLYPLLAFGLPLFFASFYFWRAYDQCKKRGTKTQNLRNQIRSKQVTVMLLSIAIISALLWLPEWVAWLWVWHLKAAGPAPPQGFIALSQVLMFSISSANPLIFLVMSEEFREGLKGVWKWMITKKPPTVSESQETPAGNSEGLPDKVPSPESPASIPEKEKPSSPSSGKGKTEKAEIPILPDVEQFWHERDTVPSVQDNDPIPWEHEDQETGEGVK
FBW7 activator – FBW7 E3 ligase activators, primary screen, biochemical, AlphaScreen, human; F-box/WD repeat-containing protein 7 (Homo sapiens), Q969H0; AlphaScreen FBW7–phospho-cyclin E peptide binding, activator screen; normalized activity (activation), % at 26.1 µM; 0.13% of 650,000 active; AID 1259310, 2017; in the data active = normalized activity above about 1.9%;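 also: purified mutant Fbw7 with reduced substrate affinity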
Target sequence (Q969H0 whole entry, looked up): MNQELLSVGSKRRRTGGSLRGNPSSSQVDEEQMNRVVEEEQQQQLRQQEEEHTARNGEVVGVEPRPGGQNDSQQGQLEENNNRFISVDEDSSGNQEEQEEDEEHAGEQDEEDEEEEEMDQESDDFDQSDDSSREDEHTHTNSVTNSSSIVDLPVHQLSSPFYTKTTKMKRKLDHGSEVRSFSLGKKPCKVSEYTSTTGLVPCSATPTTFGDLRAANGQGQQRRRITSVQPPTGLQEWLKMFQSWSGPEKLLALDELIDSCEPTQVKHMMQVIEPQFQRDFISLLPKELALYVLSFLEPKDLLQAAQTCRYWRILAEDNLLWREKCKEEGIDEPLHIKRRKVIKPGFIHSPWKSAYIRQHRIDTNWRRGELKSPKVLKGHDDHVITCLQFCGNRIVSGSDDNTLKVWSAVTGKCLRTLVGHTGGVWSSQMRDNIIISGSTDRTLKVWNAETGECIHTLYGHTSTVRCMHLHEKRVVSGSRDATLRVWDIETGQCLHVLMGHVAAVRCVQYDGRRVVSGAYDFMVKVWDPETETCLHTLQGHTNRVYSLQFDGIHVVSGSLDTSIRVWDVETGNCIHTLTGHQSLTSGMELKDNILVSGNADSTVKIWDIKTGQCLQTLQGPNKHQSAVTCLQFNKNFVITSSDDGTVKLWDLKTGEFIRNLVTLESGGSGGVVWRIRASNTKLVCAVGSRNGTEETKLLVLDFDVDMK
An asterisk follows results filed as active; & = joins results of further samples.

SMILES	TEAD-YAP block	MITF inh	GPR151 ag	FBW7 activator
O=C(Cc1ccccc1)NCC(=O)OCC(=O)c1ccc(Br)cc1	-12.2	6.9	-0.6	0.0
Cc1ccc2nc(-c3cccc(Cl)c3)cn2c1	76.7*	7.5	-8.3	0.0
CCOC(=O)c1cnn(-c2nc(-c3ccccc3)cs2)c1CN1CCC[C@H]1CO	-11.5	2.4	-0.9	0.2
CCOc1ccc(N(C)S(=O)(=O)c2ccc3[nH]cc(C(=O)NCCC4=CCCCC4)c(=O)c3c2)cc1	7.9	-7.0	-0.1	0.1
Cc1ccc(N(CC(=O)NCCSc2ccccn2)S(=O)(=O)c2ccccc2)c(C)c1	9.2	1.1	1.9	-0.1
CC1CCCCN1c1nnc(NC(=O)Nc2ccccc2Cl)s1 (configuration not stated)	-13.7	-10.4	1.5	0.1
O=S(=O)(/C=C/c1ccccc1)Nc1ccc(-c2cn3ccsc3n2)cc1	-14.6	6.7	-1.0	0.3
CCN(CC)C(=O)C1CC(=O)c2sc(NC(=O)c3ccccc3)nc2C1 (configuration not stated)	-7.8	-3.7	-1.4	0.1
COc1cc(C2NC(=S)NC(C)=C2C(=O)Nc2ccc(C)cc2C)ccc1O (configuration not stated)	2.5	12.5	-0.3	-0.2
COC(=O)c1ccc2c(=O)n(NC(C)=O)c(=S)[nH]c2c1	6.0	12.7	-1.4	-0.1
CCn1c(-c2ccccc2)csc1=Nc1ccc(O)cc1	-11.2	15.1	2.0	-0.3
O=[N+]([O-])c1c(NCCO)cc(N2CCN(Cc3ccc4c(c3)OCO4)CC2)c2nonc12	-4.4	9.2	-1.4	0.0
CCCCNS(=O)(=O)c1ccc2c(c1)OCCO2	-6.7	16.3	-0.9	-0.1
Cc1cc(C)nc(SCc2nc(N)nc(-c3ccccc3O)n2)n1	-12.6	-4.0	0.7	0.0
c1ccc(-c2cn(-c3ccccc3)c3ncnc(N4CCCCC4)c23)cc1	0.1	-5.7	-0.8	0.2

Some entries already given, showing only MITF inh and GPR151 ag.
| compound | MITF inh | GPR151 ag |
| --- | --- | --- |
| CCOC(=O)c1cnn(-c2nc(-c3ccccc3)cs2)c1CN1CCC[C@H]1CO | 2.4 | -0.9 |
| CC1CCCCN1c1nnc(NC(=O)Nc2ccccc2Cl)s1 (configuration not stated) | -10.4 | 1.5 |
| CCN(CC)C(=O)C1CC(=O)c2sc(NC(=O)c3ccccc3)nc2C1 (configuration not stated) | -3.7 | -1.4 |

Two entries from above, set out differently.
CC1CCCCN1c1nnc(NC(=O)Nc2ccccc2Cl)s1 (configuration not stated)
  TEAD-YAP block = -13.7 | MITF inh = -10.4 | GPR151 ag = 1.5 | FBW7 activator = 0.1

O=S(=O)(/C=C/c1ccccc1)Nc1ccc(-c2cn3ccsc3n2)cc1
  TEAD-YAP block = -14.6 | MITF inh = 6.7 | GPR151 ag = -1.0 | FBW7 activator = 0.3

Next entries follow.
SMILES	TEAD-YAP block	MITF inh	GPR151 ag	FBW7 activator
CCOCCOC(=O)C1=C(C)NC(=O)CC1c1ccccc1F (configuration not stated)	8.2	5.2	0.5	-0.1
CC1(C)Cc2ccccc2C(N/N=C/c2ccco2)=N1	8.8	-3.4	-0.9	-0.1
O=C(Nc1c2c(nn1-c1cccc(Cl)c1)CS(=O)C2)c1ccc(F)cc1 (configuration not stated)	-7.9	-5.1	-0.5	0.8
O=C(CN1C(=O)c2cccc3cccc(c23)C1=O)N1CCCCC1	-12.4	-3.3	-1.7	0.2
Cc1ccc(S(=O)(=O)Nc2ccc(Cl)cc2F)cc1	2.4	4.5	-0.5	-0.1
Fc1ccc(CN2CCN(Cc3ccncc3)CC2)cc1	14.0	82.6*	-1.3	0.9
Cc1c(C(=O)c2ccccc2)c(=O)n(C)c(=O)n1C	2.3	1.3	0.0	-0.1
COc1cc(C2C(C(=O)OCCc3ccccc3)=C(C)NC3=C2C(=O)CC(C)(C)C3)cc(OC)c1OC (configuration not stated)	-0.8	-2.6	-1.0	-0.1
O=C(O)c1cccc(NC(=O)c2csc3ccccc23)c1	-48.3	7.0	3.1	-0.1
Nc1cccc(-c2nc(N)c3ncn(-c4ccccc4)c3n2)c1	7.4	-18.1	1.8	0.3
CCOc1nc(NC(=O)NC(=O)c2c(F)cccc2F)nc(-c2ccccc2)n1	4.0	18.9	0.3	0.3
O=C(CN1CCN(C(=O)Nc2cccs2)CC1)c1ccco1	-1.2	17.4	3.5	-0.4
COc1ccc(OCCOc2ccc(/C=C3/C(=N)N4N=C(Cc5ccccc5)SC4=NC3=O)cc2)cc1	0.1	4.3	0.0	0.0
CCCn1c(CCC(=O)Nc2cc(C)cc(C)c2)nc2cccnc21	7.4	5.1	-1.2	0.9
Cc1cc(S(=O)(=O)NCc2ccc(S(N)(=O)=O)cc2)c(C)s1	-1.1	6.5	0.6	0.1
O=C(NCC1CCCO1)c1cc2c(s1)CCC2 (configuration not stated)	-23.6	-0.4	-1.2	0.8
COc1ccc(NC(=O)CSc2nnc(C(C)C)n2N)cc1	-4.2	-3.4	-0.5	-0.2
O=c1c2cc([N+](=O)[O-])ccc2nc(CN2CCN(CCO)CC2)n1-c1ccccc1F	-4.6	11.6	-1.2	0.5
O=C(NCCOC(=O)c1ccc2c(c1)S(=O)(=O)c1ccccc1C2=O)c1cccnc1	13.3	2.8	-0.2	0.0
O=C(COc1ccccc1)NCC(=O)Nc1ccc(Oc2ccccc2)cc1	-4.8	12.5	2.3	0.4
NNC(=O)/C(=N\Nc1ncnc2ccccc12)c1cccs1	-5.9	15.3	2.3	0.0
COc1ccc(-n2c(O)c(C=Nc3cc(OC)cc(OC)c3)c(=O)[nH]c2=S)cc1	-1.9	11.8	0.6	0.3
CCOc1cc2c(cc1OCC)C(c1cc(OC)ccc1O)NCC2 (configuration not stated)	2.6	10.2	-1.2	0.0
CC(C)(C)Nc1nc(NCc2ccccc2)nc(N/N=C/c2ccc3c(c2)OCO3)n1	-6.9	-10.4	-0.3	-0.3
O=C(CCn1nc(-c2ccccc2)ccc1=O)NCCN1CCOCC1	3.5	7.3	-0.2	0.2
CC1=NC(C(F)(F)F)(C(F)(F)F)c2c(n(Cc3ccccn3)c(=O)[nH]c2=O)N1	-0.2	-11.7	0.0	0.2
O=C(NCCCN1CCCC1=O)c1cccc(NCc2ccc3c(c2)OCO3)n1	-3.4	7.3	-0.5	0.0
CC(=O)Nc1ccc(S(=O)(=O)Nc2ccc(S(=O)(=O)NC(C)(C)C)cc2)cc1	1.1	16.6	-0.8	0.2
O=C(Cn1c2ccccc2c(=O)c2ccccc21)Nc1cnc2ccccc2c1	-10.3	12.7	-0.5	1.0
COc1ccccc1-n1c(-c2ccccc2)cn2c3c(=O)[nH]c(=O)n(C)c3nc12	0.6	0.9	-1.8	0.0
CC1CCCC(C)N1C(=O)COC(=O)c1cccc(S(=O)(=O)NCc2ccccc2)c1 (configuration not stated)	5.2	7.7	-0.6	0.9
Cc1cc(C(F)(F)F)n2nc(C(=O)N3CCOCC3)cc2n1	1.9	3.1	-1.0	-0.2
COCCCN1C(=O)c2ccc(C(=O)Oc3ccc(Cl)cc3Cl)cc2C1=O	-7.0	9.1	3.2	0.4
O=C(NCCc1nc(-c2cccnc2)n[nH]1)c1ccco1	-6.7	2.3	-0.6	0.1
Cc1ccc(-n2[nH]c(C)c(/C=N/NC(=O)c3ccc([N+](=O)[O-])cc3)c2=O)cc1	-8.7	-10.9	0.1	-0.1
Nc1cccc2c1C(=O)N(CCCCCCCN1C(=O)c3cccc(N)c3C1=O)C2=O	11.6	3.5	-0.8	0.6
Cc1ccccc1CNC(=O)Cc1ccccc1[N+](=O)[O-]	-30.8	14.9	-0.3	0.0
CCCCCOc1ccc(/C=C/C(=O)Nc2sc(C(C)=O)c(C)c2C(=O)OCC)cc1OC	0.2	-9.8	1.2	-0.1
Cc1cc(I)ccc1NC(=O)Cn1c(=O)oc2ccccc21	15.5	18.1	-0.3	0.9
COc1ccc(OC)c(CCNc2nc3ccccc3c3nc(-c4cccnc4)nn23)c1	-5.1	16.2	-0.7	0.3
COc1cccc(Cn2cnc3ccc(-c4cn[nH]c4)cc3c2=O)c1	-9.3	19.0	-0.4	0.4
CCNC(=O)COc1ccc(Cl)cc1Br	-16.6	11.6	0.1	0.1
O[N+]1=CC=CCC1=S.On1ccccc1=S.[Zn]	100.0*	-113.3	2.1	-0.3
O=C(NCCCOc1cccc2cccnc12)c1ccc(=O)[nH]c1	0.9	1.4	-1.1	0.1
CCOC(=O)N1CCC(c2cc(=O)n3[nH]cc(C(=O)O)c3n2)CC1	4.2	-1.0	1.3	-0.1
O=C(Nc1ccc(Br)cc1)C1CCCN(S(=O)(=O)c2cccnc2)C1 (configuration not stated)	-6.8	6.9	1.3	-0.1
CCCCC(=O)Nc1ccc(NC(=O)c2ccccc2F)cn1	-7.5	3.6	0.4	0.1
CC(C)CN1CCNC(=O)C1CC(=O)NCc1ccc(N2CCCC2=O)cc1 (configuration not stated)	5.9	-2.9	0.4	-0.1
CC(=O)c1c(C)[nH]c(C(=O)CSc2nnc(-c3ccccc3)o2)c1C	-0.6	-0.7	-0.8	-0.1
Cc1cccc(C(CCO)NC(=O)Nc2ccc(-c3cn[nH]c3)cc2)c1 (configuration not stated)	1.6	-5.8	0.8	-0.1
Cn1c(-c2ccccc2F)n[nH]c1=S	1.4	-29.2	0.1	-0.1
CC1CC(C)CN(S(=O)(=O)c2ccc(C(=O)Nc3ccc(F)cc3F)cc2)C1 (configuration not stated)	6.2	25.2	2.3	-0.1
CCn1c(=N)n(CCOc2ccc(C)cc2)c2ccccc21	-1.3	6.1	0.6	0.2
COc1cc2[nH]c(=S)n(CCCOC(C)C)c(=O)c2cc1OC	1.5	10.8	-0.3	0.0
O=C(CC(Nc1cccc(Cl)c1)c1ccc(F)cc1)c1ccc(Br)cc1 (configuration not stated)	-10.1	5.6	1.0	0.0
CN1CCC(N(C)S(=O)(=O)c2ccc(F)c(Cl)c2)CC1	-8.4	-6.8	-0.2	0.1
O=C(NCCN1CCN(S(=O)(=O)c2ccc3ccccc3c2)CC1)C(=O)Nc1ccc(F)cc1	-16.6	-10.7	1.5	0.0
CC(=O)c1ccc(C(=O)Nc2ccc(C)cc2C(=O)c2ccccc2)cc1	-0.2	-0.8	-0.7	-0.1
O=C1NC(=S)N/C1=C/c1ccc(Cl)cc1	1.6	8.4	0.4	0.2
COc1cccc2cc(C(=O)NC(C)=O)c(=Nc3ccc(C#N)cc3)oc12	6.9	7.0	0.9	0.0

Single records, from the list above.
Results for `CC(C)CN1CCNC(=O)C1CC(=O)NCc1ccc(N2CCCC2=O)cc1` (configuration not stated) = TEAD-YAP block: 5.9; MITF inh: -2.9; GPR151 ag: 0.4; FBW7 activator: -0.1
Results for `CN1CCC(N(C)S(=O)(=O)c2ccc(F)c(Cl)c2)CC1` = TEAD-YAP block: -8.4; MITF inh: -6.8; GPR151 ag: -0.2; FBW7 activator: 0.1
Results for `Cc1cccc(C(CCO)NC(=O)Nc2ccc(-c3cn[nH]c3)cc2)c1` (configuration not stated) = TEAD-YAP block: 1.6; MITF inh: -5.8; GPR151 ag: 0.8; FBW7 activator: -0.1

Continuation.
SMILES	TEAD-YAP block	MITF inh	GPR151 ag	FBW7 activator
CCOC(=O)CNCCC(=O)c1ccc(OCC(C)C)cc1	1.0	3.6	0.1	0.1
O=[N+]([O-])c1cccc(Nc2nc(Cc3ccccc3)nc3sc4c(c23)CCCC4)c1	-3.7	12.5	-0.5	0.0
CCCCNC(=O)C1(c2ccccc2)CCCC1	-4.9	-14.6	3.1	0.0
CCOc1ccc(S(=O)(=O)NC2CCCC2)cc1	-0.6	13.4	-0.2	0.5
Cc1nc(SC(C)C)[nH]c(=O)c1CC(=O)O	21.2	0.4	-0.7	0.6
Cc1n[n+](CC(=O)CSc2nc3ccccc3s2)c(N)s1	-35.2	12.4	-1.9	0.0
COc1ccc(OC)c(NC(=O)CS(=O)(=O)Cc2nc(-c3ccc(C)cc3)oc2C)c1	1.6	22.3	-0.1	-0.3
O=C(Nc1cc2nsnc2c2nsnc12)c1ccccc1	9.0	4.4	-0.2	0.0
CCCOC(=O)C1=C(C)NC2=C(C(=O)CC(C)(C)C2)C1c1ccc2c(c1)OCO2 (configuration not stated)	7.2	13.9	0.2	0.7
CC(C)(C)CC(C)(C)NC(=O)c1ccccc1Br	0.0	-4.3	-1.2	-0.1
CCn1c(N2CCC(C(=O)NC3CCN(Cc4ccccc4)CC3)CC2)nc2ccccc21	39.5*	9.1	0.2	0.1
CCc1ccc(-n2c(C)nc3cc(C(=O)NCc4ccc(C)cc4)ccc32)cc1	-1.1	-7.7	1.7	0.0
Cc1ccc(C23CC4CC(CC(O)(C4)C2)C3)cc1[N+](=O)[O-]	6.2	0.7	1.0	-0.1
Cc1ccc2c(c1)CC(=O)NC21CCN(C(=O)c2cc(Cl)c(Cl)cc2C(=O)O)CC1	0.6	-2.0	-0.2	-0.3
CC(C)OC(=O)NCCOC(=O)Nc1ccc(Cl)cc1	-7.9	-3.1	-0.2	0.0
COC(=O)c1c(NC(=O)COc2ccc(I)cc2)sc(C)c1C	-5.7	-14.6	0.0	-0.1
CCOc1cc(/C=C2/C(=N)N3N=C(Cc4ccccc4)SC3=NC2=O)ccc1OCCOc1ccc(C)cc1C	15.1	5.7	-1.4	0.0
CC(=O)N1c2ccc(C)cc2-c2ccccc2S1(=O)=O	-3.6	-5.0	1.9	0.0
OC(Cc1ccccc1)c1c[nH]c2ccc(-c3ccncc3)cc12 (configuration not stated)	-19.8	11.7	-0.8	1.0
O=S1(=O)CCC(NC(=S)SCCOc2ccccc2OCCO)C1 (configuration not stated)	5.3&3.4	-3.0&6.8	-0.7&0.8	0.1&0.0

Assay outcomes (PubChem BioAssay)
